Diaphorase act – compounds boosting diaphorase resazurin reduction – biochemical, uHTS, resorufin fluorescence, counter-screen for diaphorase-coupled primary assays, primary screen. Diaphorase/resazurin coupled assay, 16 min; active compounds read high; 1 = vehicle wells, 0 = NADH-free wells. activation factor at 20 µM. 190,000 tested, 0.005% active;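 active = diaphorase activity raised at least twofold by the compound at 20 µM; inactive = activation factor below 2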
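Assay system: bacterial diaphorase enzyme (C. kluyveri) / Input: enzyme 0.07 U/mL final / Medium: 50 mM HEPES pH 7.4 with 4.542 mM MgCl2, 0.005% Tween 20 / Doses: single compound dose of 20 µM, 1% DMSO final / Incubation: 16 min enzyme reaction, ambient temperature / Signal: fluorescence, excitation 544 nm and emission 590 nm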
PMI act satM6P – human PMI activators, high substrate, primary screen, biochemical, fluorescence intensity, near-saturating mannose 6-phosphate; Mannose-6-phosphate isomerase (Homo sapiens), P34949; coupled PMI enzyme assay, resazurin fluorescence, 20 min; active compounds read high; 1 = untreated enzyme, 0 = substrate-free blank; activation factor at 20 µM; 190,000 tested, 0.34% active;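 active = activation factor of 2 or more at 20 µM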
Target sequence (P34949 whole entry, looked up): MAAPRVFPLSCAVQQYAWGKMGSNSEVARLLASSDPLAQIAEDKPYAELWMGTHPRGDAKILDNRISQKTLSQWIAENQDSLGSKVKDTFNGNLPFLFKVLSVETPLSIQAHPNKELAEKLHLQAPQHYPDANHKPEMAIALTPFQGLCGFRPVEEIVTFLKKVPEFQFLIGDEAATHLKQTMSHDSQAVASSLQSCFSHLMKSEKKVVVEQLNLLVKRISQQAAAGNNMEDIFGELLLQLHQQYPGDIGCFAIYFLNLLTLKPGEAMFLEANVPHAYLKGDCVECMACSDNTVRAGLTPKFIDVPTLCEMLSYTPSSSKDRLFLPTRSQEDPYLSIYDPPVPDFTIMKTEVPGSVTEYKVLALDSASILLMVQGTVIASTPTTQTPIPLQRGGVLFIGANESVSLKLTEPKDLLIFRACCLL
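Test system: human phosphomannose isomerase with PGI, G6PDH, diaphorase coupling enzymes; amount: 15 ng/mL PMI; incubation: enzyme reaction with compound 20 min at room temperature; technique: resorufin fluorescence (Ex 544/Em 590 nm) from resazurin via diaphorase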
ROMK mod – ROMK potassium channel modulators, primary screen, cell-based, thallium flux, MLSMR library; ATP-sensitive inward rectifier potassium channel 1 (Homo sapiens), P48048; Tet-inducible ROMK, thallium flux fluorescence; actives lie on both sides; B-score at 10 µM; 130,000 tested, 2% active; AID 1918, 2009;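 active = signal ratio slope over the read window, or its plate-corrected B-score, at least 3 SD from the plate mean, either direction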;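 note: B-score of the F/F0 ratio slope over 7 to 12 s after thallium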
Target sequence (P48048 whole entry, looked up): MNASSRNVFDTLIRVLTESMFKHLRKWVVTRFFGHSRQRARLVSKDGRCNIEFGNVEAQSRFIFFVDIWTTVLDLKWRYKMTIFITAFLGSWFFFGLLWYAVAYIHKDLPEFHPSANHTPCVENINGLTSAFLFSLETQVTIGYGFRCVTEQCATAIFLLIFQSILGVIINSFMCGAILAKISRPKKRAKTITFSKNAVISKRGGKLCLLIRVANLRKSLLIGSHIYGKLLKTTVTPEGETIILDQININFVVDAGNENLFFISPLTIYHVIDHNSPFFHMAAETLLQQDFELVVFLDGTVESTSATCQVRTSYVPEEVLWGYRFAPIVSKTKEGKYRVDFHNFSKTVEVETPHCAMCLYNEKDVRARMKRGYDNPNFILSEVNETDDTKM
PMI activator – activators of human PMI, primary screen, biochemical, fluorescence intensity, near-Km mannose 6-phosphate; purified human PMI, coupled resazurin fluorescence, 20 min; active compounds read high; 1 = vehicle control, 0 substrate-free wells; activation factor at 20 µM; 190,000 tested, 0.005% active; AID 1214, 2008;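 active = activation factor of 2 or more at 20 µM, relative to plate controls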
SRC2 TRFRET art – TR-FRET signal artefacts, primary screen, artefact control for PPARgamma SRC-2 agonist project, biochemical; TR-FRET ratio at 8 µM; AID 1049, 2008; TR-FRET artefact counter-screen; active compounds read high; 200,000 tested, 0.4% active; in the data active = TR-FRET ratio above about 2000; note: inactives centre near 1500
G6PDH CS – L. mesenteroides G6PDH inhibitors, counter-screen for G6PDH-coupled screening assays, biochemical, Leuconostoc mesenteroides enzyme | Purified L. mesenteroides G6PDH, diaphorase/resazurin coupled fluorescence, 45 min | glucose-6-phosphate dehydrogenase [Leuconostoc mesenteroides] | inhibition, % at 5 µM | 200,000 tested, 0.12% active; in the data active = inhibition above about 50%
S1P3 antagonist – S1P3 receptor antagonists, primary screen, cell-based. Sphingosine 1-phosphate receptor 3 (Homo sapiens), Q99500. 170,000 tested, 0.27% active. CHO S1P3 NFAT-BLA reporter, FRET fluorescence, antagonist mode. inhibition, % at 4.98 µM;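 active = inhibition above the plate cutoff, the mean inhibition of test wells on that plate plus 3 SD, cut at about 28% in these data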;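 note: cells challenged with S1P at its EC80 of 0.8 µM; blue over green emission ratio from cleaved BLA substrate after 4 h stimulation; 0% = S1P-stimulated wells and 100% = unstimulated DMSO-only wells; some compounds past the cut are filed as inactive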
Diaph inh CS – diaphorase inhibitors and chemical oxidizers, primary screen, counter-screen for diaphorase-coupled primary assays, biochemical, uHTS, resorufin fluorescence. diaphorase resazurin-to-resorufin fluorescence, NADH, 16 min; bacterial (C. kluyveri) enzyme, not human. inhibition, % at 20 µM. 190,000 tested, 0.69% active;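 active = primary screen inhibition at 20 µM above a set limit, cut at about 50% in these data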;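 note: plate controls were DMSO with full reaction for no effect and wells lacking NADH for full effect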
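controls = No-NADH positive control and DMSO neutral control | system = Clostridium kluyveri diaphorase enzyme | timing = reaction incubation of 16 min at room temperature | signal = resorufin fluorescence 544/590 nm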
PPARg SRC3 recr – PPARgamma agonists recruiting SRC-3 coactivator, primary screen, biochemical. 200,000 tested, 0.26% active. biochemical PPARgamma/SRC-3 coactivator recruitment assay. activation, % at 8 µM. Peroxisome proliferator-activated receptor gamma (Homo sapiens), P37231; in the data active = activation above about 23%;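 note: 0% = DMSO and 100% = reference agonist; some compounds past the cut are filed as inactive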
PPARg SRC2 recr – agonists of PPARg-SRC-2 recruitment, primary screen, biochemical, HTS; AID 1032, 2008; activation, % at 8 µM; 200,000 tested, 0.34% active; Peroxisome proliferator-activated receptor gamma (Homo sapiens), P37231; PPARgamma LBD-SRC-2 recruitment; in the data active = activation above about 22%;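 note: 0% = vehicle and 100% = reference agonist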
PPARg SRC1 recr – PPARgamma agonists recruiting SRC-1 coactivator, primary screen, biochemical | 200,000 tested, 0.41% active | Peroxisome proliferator-activated receptor gamma (Homo sapiens), P37231 | activation, % at 8 µM | AID 631, 2007 | PPARgamma-SRC-1 coactivator recruitment biochemical assay; in the data active = activation above about 19%;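 note: 0% = DMSO and 100% = reference agonist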
An asterisk follows results filed as active; . = not tested or not shown. Rows were taken by chance. Share with any hit: about 3.3%.

SMILES | Diaphorase act | PMI act satM6P | ROMK mod | PMI activator | SRC2 TRFRET art | G6PDH CS | S1P3 antagonist | Diaph inh CS | PPARg SRC3 recr | PPARg SRC2 recr | PPARg SRC1 recr
COc1ccc(-n2nc(C(=O)NCC(=O)NCc3ccco3)c3ccccc3c2=O)cc1Cl | 0.8 | 1 | 0.058 | 1 | 1584 | 1 | -39 | 24 | -6 | 5 | 6
O=C(CSc1nnc(-c2ccc(OC(F)F)cc2)o1)NCc1cccs1 | 0.8 | 0.9 | . | 0.9 | 1448 | 12 | . | 18 | -10 | 6 | 0
CCCC1C2C(=O)N(c3ccccc3)C(=O)C2ON1c1ccccc1 (stereo not given) | 1 | 1.1 | 1.5 | 1 | 1353 | 4 | . | -3 | -3 | 4 | 0
COC(=O)c1ccc(NC(=O)CSc2nnc(COc3ccc4c(c3)CCCC4)o2)cc1 | 1.1 | 1.1 | . | 1.1 | 1645 | 2 | -24 | -8 | -13 | 9 | 4
CCOC(=O)Nc1ccc2c(CN3C(=O)NC(CC)(CC)C3=O)cc(=O)oc2c1 | 0.9 | 1.1 | . | 1 | 1525 | 3 | . | 5 | -11 | -4 | -1
Cc1cc(NC(=O)c2c([N+](=O)[O-])cnn2C)no1 | 1 | 1 | . | 1 | 1336 | 7 | . | -4 | 3 | -14 | 0
O=C1CC(NC(=O)C(F)(F)F)=NN1c1ccccc1 | 1 | 0.9 | 0.36 | 1.1 | 1476 | -5 | -11 | 4 | 4 | -6 | 11
Cc1ccc(NC(=S)N2CCCC(CO)C2)c(C)c1 (stereo not given) | 0.9 | 1 | -0.44 | 0.9 | 1705 | 3 | -38 | 8 | 2 | -5 | 0
COc1ccc(OCCOCCOc2ccc(C)cc2[N+](=O)[O-])cc1 | 0.8 | 0.9 | -0.15 | 0.9 | 1841 | 4 | 0 | 19 | -1 | 0 | 2
O=C(Oc1cccc(N2C(=O)C3C4c5ccccc5C(c5ccccc54)C3C2=O)c1)c1ccco1 (stereo not given) | 0.8 | 0.9 | . | 0.8 | 1623 | 8 | -6 | 17 | -4 | 9 | 2
CCc1ccc(NC(=O)CSc2nc3[nH]ncc3c(=O)[nH]2)cc1 | 0.9 | 1 | 0.61 | 1 | 1272 | -2 | -20 | 14 | 2 | 8 | -2
O=C(Nc1ccccn1)C12CC3CC(CC(C3)C1)C2 | 0.9 | 1 | -0.27 | 1 | 1554 | 0 | . | 12 | -1 | 2 | -5
Cc1ccc(-c2nnc(SCC(=O)n3c4c(c5ccccc53)CCCC4)o2)cc1 | 0.9 | 0.9 | 0.91 | 1 | 1620 | -4 | . | 8 | -8 | -6 | 1
CCOC(CNC(=O)Cn1nc(C)c2ccccc21)OCC | 1.1 | 1.1 | -0.33 | 1.1 | 1655 | 2 | -12 | -12 | -1 | 10 | 8
COc1ccc(NC(=O)N2CCN(c3nc4ccccc4n3C(C)C)CC2)cc1 | . | . | -1.7 | . | 1489 | 17 | -5 | . | 1 | 9 | 5
CCS(=O)(=O)c1nc(S(=O)(=O)c2ccc(C)cc2)c(NCCCN(C)C)s1 | 1.1 | 1.1 | 0.64 | 1.1 | 1654 | 2 | -17 | -13 | 5 | 7 | 7
CC(C)OC(=O)Cn1c(=O)oc2ccccc21 | 0.9 | 1 | 0.33 | 1.1 | 1340 | 0 | . | 9 | -6 | -4 | -7
CCN(CC)CCCNCC(=O)Nc1ccc2c(c1)CCC2 | 0.8 | 0.9 | -1 | 0.9 | 1910 | -2 | -19 | 23 | -1 | -5 | -4
Cn1c(=O)oc2cc(S(=O)(=O)Nc3cccc(F)c3)ccc21 | 1 | 1.1 | . | 1.1 | 1476 | -1 | 0 | 0 | 2 | -2 | -1
Cc1nn(C)cc1C(C(=O)NC1CCCCC1)N(C(=O)Cc1cccs1)c1ccc(Cl)cc1 (stereo not given) | 1 | 1 | 0.027 | 1 | 1373 | 8 | -3 | 5 | 4 | -1 | 4
CC(C)CNC(=S)N1CCC(C(=O)c2ccc3c(c2)OCCO3)CC1 | 0.9 | 1 | 0.27 | 0.9 | 1490 | 10 | -1 | 7 | 4 | 1 | -3
CN1C(=S)SC(C)(C)C1(C)NO (stereo not given) | 1 | 1 | . | 1.1 | 1507 | 0 | -22 | -3 | 4 | 13 | 4
COc1ccc(NC(=O)CN(C)CC(=O)Nc2ccc(Cl)cc2[N+](=O)[O-])cc1 | 0.9 | 1.1 | 0.55 | 1.1 | 1384 | 9 | 0 | 10 | 0 | -2 | 2
Cc1csc(/N=C/c2ccc([N+](=O)[O-])cc2)n1 | 0.9 | 0.9 | -1.8 | 0.9 | 1424 | 6 | -8 | 9 | 2 | 4 | 1
Nn1c(Cc2ccc(F)cc2)n[nH]c1=S | 1 | 0.9 | 0.83 | 0.9 | 1643 | 4 | -4 | 3 | 0 | 2 | 1

2 of the compounds above, in CSV form.
smiles,Diaphorase act,PMI act satM6P,ROMK mod,PMI activator,SRC2 TRFRET art,G6PDH CS,S1P3 antagonist,Diaph inh CS,PPARg SRC3 recr,PPARg SRC2 recr,PPARg SRC1 recr
COc1ccc(NC(=O)CN(C)CC(=O)Nc2ccc(Cl)cc2[N+](=O)[O-])cc1,0.9,1.1,0.55,1.1,1384,9,0,10,0,-2,2
Cc1csc(/N=C/c2ccc([N+](=O)[O-])cc2)n1,0.9,0.9,-1.8,0.9,1424,6,-8,9,2,4,1

(next part)
SMILES | Diaphorase act | PMI act satM6P | ROMK mod | PMI activator | SRC2 TRFRET art | G6PDH CS | S1P3 antagonist | Diaph inh CS | PPARg SRC3 recr | PPARg SRC2 recr | PPARg SRC1 recr
CCn1c(SCC(=O)N/N=C/C=C/c2ccccc2[N+](=O)[O-])nnc1-c1ccccc1 | 0.9 | 0.9 | 0.052 | 0.8 | 1473 | -6 | 0 | 13 | 4 | -2 | 2
CCOC(=O)C1=C(C)N(C)C(=O)NC1c1cc2c(cc1[N+](=O)[O-])OCO2 (stereo not given) | 0.3 | 0.6 | 0.12 | 0.6 | 1501 | 8 | 7 | 67* | 2 | -1 | 2
O=C(COc1ccccc1-c1ccccc1)c1ccccc1 | 1 | 1.1 | . | 0.9 | 1636 | -8 | 0 | 2 | -1 | -11 | -5
N#CCSc1nnc(Cc2ccc3c(c2)OCO3)o1 | 0.9 | 1.2 | . | 1.4 | 1486 | -1 | -16 | 8 | 2 | -1 | 9
COc1ccc(-c2oc3ncn4nc(COc5ccccc5)nc4c3c2-c2ccc(OC)cc2)cc1 | 0.9 | 0.9 | 0.14 | 0.9 | 1710 | -5 | . | 11 | -1 | 5 | 0
CCOC(=O)c1nc(C)n(-c2ccc([N+](=O)[O-])cc2)n1 | 0.9 | 0.9 | -2.2 | 0.9 | 1447 | 8 | -27 | 13 | 1 | 3 | 0
CC(C)Nc1nc(-c2ccccn2)nc(-c2ccccc2)c1C#N | 1 | 1.1 | -0.21 | 1.1 | 1521 | -1 | -6 | -4 | 1 | -1 | -4
CCOC(=O)/C(C#N)=C1\C=CN(C)C(C)=N1 | 0.9 | 1.1 | 1.2 | 1.1 | 1495 | 8 | . | 5 | -5 | 3 | -3
Cc1nc(SCC(=O)NCCc2ccccc2)nc(C)c1C | 0.9 | 1 | -0.5 | 0.9 | 1461 | 12 | . | 8 | -3 | 1 | 1
Cc1ccc(S(=O)(=O)N2CCCCC2)cc1NC(=O)COC(=O)c1ccccc1F | 1 | 1 | -0.024 | 1 | 1550 | 2 | -29 | 4 | -1 | -5 | -7
COc1ccc(N=c2oc3ccccc3cc2C(=O)Nc2ccccn2)cc1OC | . | . | -0.21 | . | 1580 | 16 | -2 | . | -2 | 5 | 4
CCN(CC)S(=O)(=O)c1ccc(O)c(NC(=O)CN2CCc3ccccc3C2)c1 | 1.1 | 1 | -0.14 | 1.1 | 1630 | 6 | -32 | -6 | 4 | -1 | 6
N#CCCn1cc(C(=O)Nc2ccccc2Br)c(-c2cccs2)n1 | 0.9 | 1 | -1.5 | 1 | 1618 | 2 | -1 | 11 | 3 | 0 | -1
CC(=O)c1cccc(NC(=O)c2cccc(S(=O)(=O)N(C)C)c2)c1 | 1.1 | 1 | 0.053 | 1 | 1445 | -6 | 18 | -7 | 21 | 11 | 6
CC(C)c1ccc(S(=O)(=O)Nc2ccc(SC(F)F)cc2)cc1 | 0.7 | 0.8 | . | 0.7 | 1593 | -10 | -11 | 34 | 0 | 7 | 0
O=C(Nc1ccccc1-c1nnc(SCc2ccc(Cl)cc2)o1)c1ccccc1 | 1 | 1 | . | 1 | 1651 | -23 | . | 3 | 14 | 9 | 4
CC(=O)NCC(=O)OCC(=O)Nc1nc(-c2ccccc2)cs1 | 1.1 | 1 | -0.13 | 1.1 | 1529 | 0 | -11 | -14 | 2 | 2 | 3

5 consecutive records out of the list so far, quoted:
SMILES | Diaphorase act | PMI act satM6P | ROMK mod | PMI activator | SRC2 TRFRET art | G6PDH CS | S1P3 antagonist | Diaph inh CS | PPARg SRC3 recr | PPARg SRC2 recr | PPARg SRC1 recr
COc1ccc(-n2nc(C(=O)NCC(=O)NCc3ccco3)c3ccccc3c2=O)cc1Cl | 0.8 | 1 | 0.058 | 1 | 1584 | 1 | -39 | 24 | -6 | 5 | 6
O=C(CSc1nnc(-c2ccc(OC(F)F)cc2)o1)NCc1cccs1 | 0.8 | 0.9 | . | 0.9 | 1448 | 12 | . | 18 | -10 | 6 | 0
CCCC1C2C(=O)N(c3ccccc3)C(=O)C2ON1c1ccccc1 (stereo not given) | 1 | 1.1 | 1.5 | 1 | 1353 | 4 | . | -3 | -3 | 4 | 0
COC(=O)c1ccc(NC(=O)CSc2nnc(COc3ccc4c(c3)CCCC4)o2)cc1 | 1.1 | 1.1 | . | 1.1 | 1645 | 2 | -24 | -8 | -13 | 9 | 4
CCOC(=O)Nc1ccc2c(CN3C(=O)NC(CC)(CC)C3=O)cc(=O)oc2c1 | 0.9 | 1.1 | . | 1 | 1525 | 3 | . | 5 | -11 | -4 | -1

Compound activity (PubChem BioAssay)
